Screening data deposited in PubChem by several laboratories.
PPC-1+TRAIL kill = compounds killing PPC-1 cancer cells with TRAIL present (potentiator screen, no TRAIL-free arm) | PPC-1 cells + TRAIL, ATPLite viability luminescence | cell killing (% activity), % at 4 µM | 220,000 tested, 0.41% active | AID 1443;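 active means cell killing above 50% in the first pass at 4 µM, then a duplicate retest at 5 µM averaging 50% or more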;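 further: plate controls were cells with TRAIL plus DMSO for no effect and medium-only wells lacking cells for full effect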
CHOP inh = blocks CHOP induction under ER stress | CHO-K1 CHOP-promoter luciferase, tunicamycin-induced, 15-18 h | inhibition, % at 10 µM | 220,000 tested, 3.8% active | AID 2732;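 active means compounds that reduced the stress-induced luciferase reporter signal by more than about 70% of percent inhibition, limit read from the data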;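 further: 0% = tunicamycin plus vehicle and 100% = wells without tunicamycin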
zfTRPN1 agonist = agonists of zebrafish TRPN1 channel; 220,000 tested, 0.18% active; HEK293 zebrafish TRPN1-YFP, Fluo-8 calcium fluorescence; 100% = response to 87 µM carbachol; AID 1424; activation, % at 3 µM;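 active means activation above its plate's cutoff, the mean activation of test wells on that plate plus 3 SD, cut at about 19% in these data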;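 further: 0% = DMSO alone and 100% = 87 µM carbachol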
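Material – zebrafish TRPN1-YFP in HEK293 cells · Doses – 3 µM single point · Schedule – dye 1 h 37 °C plus 30 min RT · Signal – Fluo-8 calcium fluorescence, excitation 470-495 nm, emission 515-575 nm · Read-out – % activation versus carbachol response · Control set – carbachol high, DMSO low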
EBV gp42 block = inhibitors of Epstein-Barr virus glycoprotein 42. Q1HVG2. inhibition, % (tested at 21.74 µM). 220,000 tested, 0.42% active. AID 1085. Fluorescence polarization binding assay, mP read-out; in the data active means inhibition above about 50%
Target sequence (Q1HVG2 whole entry, looked up): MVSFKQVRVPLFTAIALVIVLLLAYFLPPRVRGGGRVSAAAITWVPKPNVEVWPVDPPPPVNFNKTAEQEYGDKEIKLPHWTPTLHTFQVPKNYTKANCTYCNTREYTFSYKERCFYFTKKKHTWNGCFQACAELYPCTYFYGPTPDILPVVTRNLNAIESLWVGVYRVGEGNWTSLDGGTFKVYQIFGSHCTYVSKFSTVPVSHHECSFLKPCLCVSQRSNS
Runt-SMMHC FRET = inhibitors of human RUNX1 Runt domain binding to CBFb-SMMHC | Q01196+Q13951 | inhibition, % at 20 µM | Cerulean-Runt/Venus-CBFb-SMMHC FRET ratio 530/480, 1 h | 220,000 tested, 0.74% active | AID 1434;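 active means mean inhibition across duplicate retests at 20 µM reaching about 50%, limit read from the data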;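 further: 0% = DMSO wells and 100% = wells with excess untagged CBFb-SMMHC; inhibitors lower the FRET ratio by blocking Runt binding to CBFb-SMMHC; some results filed as inactive read as strong as hits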
NCF1 inh = p47phox (human) inhibition; 220,000 tested, 0.53% active; P14598; inhibition, % at 24.7 µM; p47phox/p22phox peptide binding, fluorescence polarization, 2 h;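 active means inhibition above about 30%, limit read from the data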;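 further: 0% = p47phox with labelled peptide and 100% = labelled peptide alone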
TRPML3 ag = activates the human TRPML3 channel; Q8TDD5; HEK293 TRPML3-YFP, Fluo-8 calcium fluorescence; 100% = the carbachol control signal; activation, % at 3 µM; 220,000 tested, 0.29% active;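 active means activation above its plate's cutoff, the mean activation of the plate's test wells plus 3 SD, cut at about 12% in these data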;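 further: 0% = DMSO only wells and 100% = carbachol wells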
Target sequence (Q8TDD5 whole entry, looked up): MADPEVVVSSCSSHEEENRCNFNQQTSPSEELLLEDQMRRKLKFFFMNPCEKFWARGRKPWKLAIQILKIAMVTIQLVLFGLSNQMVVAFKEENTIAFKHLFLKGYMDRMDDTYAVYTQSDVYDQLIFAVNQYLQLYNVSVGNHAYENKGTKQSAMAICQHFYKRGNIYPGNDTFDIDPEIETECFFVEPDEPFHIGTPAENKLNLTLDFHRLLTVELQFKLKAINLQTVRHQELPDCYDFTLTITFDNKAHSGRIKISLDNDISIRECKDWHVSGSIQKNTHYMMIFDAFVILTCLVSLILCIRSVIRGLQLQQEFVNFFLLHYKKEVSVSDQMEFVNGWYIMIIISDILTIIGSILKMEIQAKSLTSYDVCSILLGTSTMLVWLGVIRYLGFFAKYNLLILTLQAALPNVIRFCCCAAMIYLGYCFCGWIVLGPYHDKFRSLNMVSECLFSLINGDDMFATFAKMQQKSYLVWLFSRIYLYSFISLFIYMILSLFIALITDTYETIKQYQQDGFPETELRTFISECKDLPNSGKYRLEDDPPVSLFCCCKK
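system = HEK293 cells stably carrying human TRPML3-YFP | doses = one concentration, 3 µM nominal, 0.3% DMSO | timing = dye loading 1 h 37 °C then 30 min ambient, 125 s read | detection = Fluo-8 calcium dye fluorescence, ex 470-495, em 515-575 nm | benchmarks = high control carbachol 87 µM, low control DMSO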
MDM2 E3 inh = blocks human Mdm2 ubiquitin ligase activity; Q00987; cell-based MDM2 ubiquitination luciferase reporter, 2 h; 0 = plate control, 100 = twice control, blank-subtracted; signal enhancement, % at 5 µM; 210,000 tested, 0.11% active;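 active means signal enhancement of 30% or more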;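 further: luminescence tracks abundance of the self-degrading MDM2-luciferase fusion protein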
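Material: Stable MDM2–luciferase fusion reporter cells | Amount: 2000 cells seeded into each well | Dosing: One concentration, 5 µM, with 0.2% DMSO | Incubation: 4 h cell settling then 2 h compound exposure, 37 °C | Measured by: Luciferase luminescence | Read-out basis: % enhancement relative to plate controls after blank subtraction | Benchmarks: Control and blank well means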
TNF necrop inh = inhibitors of TNF-alpha induced necroptosis in Jurkat FADD-/- cells. activation (protection from cell death), % at 10 µM. Jurkat FADD-/- TNF necroptosis rescue, ATP luminescence, 24 h; 0 = TNF only, 100 = no-TNF cells. 220,000 tested, 0.068% active;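 active means activation, meaning protection from cell death, of at least 50% relative to plate controls; inactive means activation below 50%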;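 further: necroptosis triggered by 40 ng/mL TNF-alpha added together with compound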
The depositor's hits bear a star; x = no result given; [ ] = dose if it differs, or a comment.

SMILES	PPC-1+TRAIL kill	CHOP inh	zfTRPN1 agonist	EBV gp42 block	Runt-SMMHC FRET	NCF1 inh	TRPML3 ag	MDM2 E3 inh	TNF necrop inh
COc1ccc2c(c1)CC/C2=N\OC(=O)c1cccc(C)c1	2	-18	-1.4	-17	0	-35	0.4	-10	1.7
Cc1cccc(OCCn2c(NC(=O)c3ccco3)nc3ccccc32)c1	7[5 µM]	104*	-2.9	0	3	-11	-0.2	-11	1.2
O=C(Nc1cccc(O)c1)c1ccc(Br)c(S(=O)(=O)N2CCCCC2)c1	-7	60	2.4	-8	1	4	0.1	-26	0.7
Cc1c(C)c2c(C)[nH]nc2oc1=O	12	6	0.0	-5	3	-5	-0.4	0	3.4
COCCn1nnnc1CN(Cc1ccco1)Cc1cc2cc3c(cc2[nH]c1=O)OCO3	25	6	-0.5	-16	-57	5	-0.1	-6	-0.6
Oc1ccccc1CN1CCCN(Cc2ccccc2O)C1	12	21	0.8	-7	1	-2	0.7	-13	0.7
CC(=O)Nc1c(Nc2ccccc2)c2ccccc2oc1=O	2	-26	2.5	-10	-1	2	0.1	-7	1.7
CC(C)c1nc2c([nH]1)c(=O)n(C)c(=O)n2C	11	18	-0.1	-26	0	1	0.8	-4	1.1
COC(=O)c1c(-c2ccccc2)csc1NC(=O)c1c(-c2ccccc2)noc1C	14	47	-0.3	13	1	-40	0.7	-8	-8.9
CCN(Cc1ccncc1)Cc1c(O)ccc2ccccc12	0	-22	-0.3	6	5	2	0.4	-11	0.6
Cc1nc(Nc2ccccc2)sc1C(=O)c1ccccc1	4	18	-1.8	-5	-4	-8	-1.2	-14	4.4
Cc1cccc(-c2ncc(CN3CCN(CC(C)C)C(CCO)C3)cn2)c1 (centres undefined)	12	-9	0.8	-4	0	-3	2.0	-10	1.0
COc1cc(/C=N/NC(=O)C2CCN(CC(O)COCc3ccccc3)CC2)cc(OC)c1OC (centres undefined)	4	10	0.7	5	0	-5	-0.2	-4	0.7
COc1ccc(CNC(=O)C2CCN(c3nc(OC)nc(OC)n3)CC2)cc1	-1	6	1.2	-9	0	-17	-0.8	-10	-2.0
CN1C(=O)C2(Nc3ccccc3-c3nc4ccccc4n32)c2ccccc21 (centres undefined)	-15	14	1.7	-13	3	-7	0.2	-11	-4.3
Cn1c(SCC(=O)NCc2ccc3c(c2)OCO3)nnc1-c1c[nH]c2ccccc12	2	5	0.1	-10	-6	-4	0.6	-8	-1.6
Nc1c(C(=O)N/N=C/c2ccc([N+](=O)[O-])cc2)sc2nnc(-c3ccccc3)c(-c3ccccc3)c12	-3	-8	1.4	-17	-20	2	0.7	-5	2.5
CSc1ccccc1NC(=S)Nc1cccc(C(F)(F)F)c1	1	16	0.4	-2	-8	0	0.6	-11	-0.8
CCCCCCOC(=O)Cc1c(C)nc(-c2ccccc2)[nH]c1=O	19	10	-1.1	-12	5	-12	0.3	-10	0.3
Cc1ccccc1N1C(=O)C2C3C=CC(C2C1=O)N(C)C3=O (centres undefined)	13	-18	1.6	-20	-1	7	0.8	-5	-0.2
C=CCn1c(SCc2nc3ccccc3c(=O)[nH]2)nc2ccccc2c1=O	6	15	-2.0	-27	-7	-5	0.5	0	0.4
CCOC(=O)Cc1c(Sc2ccccc2)c2cc(C)ccc2n1C	2	29	0.2	-6	2	-6	0.8	-9	1.0
O=C(COC(=O)c1cccs1)NCCCc1ccccc1	24	-23	0.7	-21	-6	-8	0.2	-2	-0.1
COCCn1c(=O)[nH]c2cc(C(=O)NCCc3ccc(S(N)(=O)=O)cc3)ccc2c1=O	2	7	0.6	-4	1	-14	0.7	-8	0.0
Cc1cccn2c(=O)c3cc(C(=O)NCc4ccco4)c(=N)n(CCOCCO)c3nc12	x	-3	-0.2	75*	x	-6	0.2	-16	-1.9

Part of the list above, with each value named.
COCCn1nnnc1CN(Cc1ccco1)Cc1cc2cc3c(cc2[nH]c1=O)OCO3
  PPC-1+TRAIL kill = 25
  CHOP inh = 6
  zfTRPN1 agonist = -0.5
  EBV gp42 block = -16
  Runt-SMMHC FRET = -57
  NCF1 inh = 5
  TRPML3 ag = -0.1
  MDM2 E3 inh = -6
  TNF necrop inh = -0.6
Oc1ccccc1CN1CCCN(Cc2ccccc2O)C1
  PPC-1+TRAIL kill = 12
  CHOP inh = 21
  zfTRPN1 agonist = 0.8
  EBV gp42 block = -7
  Runt-SMMHC FRET = 1
  NCF1 inh = -2
  TRPML3 ag = 0.7
  MDM2 E3 inh = -13
  TNF necrop inh = 0.7

Later entries:
SMILES	PPC-1+TRAIL kill	CHOP inh	zfTRPN1 agonist	EBV gp42 block	Runt-SMMHC FRET	NCF1 inh	TRPML3 ag	MDM2 E3 inh	TNF necrop inh
CCn1c(NC(C)=O)nc2ccccc21	16	-1	0.1	-17	0	0	0.3	2	-1.8
CCC(=O)Nc1ccc(C(=O)N/N=C/c2cccnc2)cc1	-2	-22	-0.2	-22	-2	-11	0.7	-12	-3.9
Cc1ccc(S(=O)(=O)NC(C)C(c2cccs2)N2CCOCC2)cc1 (centres undefined)	22	-1	-0.3	-9	-1	-1	0.9	x	-0.7
Nc1ccc(Cl)c(S(=O)(=O)Nc2ccccc2Cl)c1	3	7	0.0	1	2	0	1.0	-10	0.2
CCOc1ccc(CCNC(=O)CN2CCN(Cc3ccccc3F)C2=O)cc1OCC	-25	38	0.0	-14	2	-11	0.8	-13	1.0
Cc1cccc(C(=O)N[C@H](C(=O)Nc2nc3ccccc3[nH]2)C(C)C)c1	11	12	-0.3	0	2	-15	0.1	-3	-10
CCOC(=O)c1cc(CC)sc1NC(=O)C1CC(=O)NN1Cc1ccccc1 (centres undefined)	6	51	-0.9	-3	-4	-6	0.3	-5	-3.7
C/C(N)=C(/C#N)C(=O)COC(=O)CCS(=O)(=O)c1ccccc1	-6	-15	0.7	-13	-3	-8	0.1	-27	-1.2
CC(C)COc1ccc(C(=O)OCCN2CCOCC2)cc1	27	18	-0.3	-3	-2	-3	0.3	5	2.0
Cc1cc(Cl)ccc1OCCCC(=O)N1CCCCC1	-13	41	-1.7	1	-4	2	0.3	-20	-0.4
O=C(CCC(=O)OCCCC(F)(F)C(F)(F)F)NC1CCCCC1	-16	6	-0.2	-1	1	-7	-0.4	-21	-1.4
COc1ccc(-c2nc3nc(N)nn3cc2C)cc1F	11	12	0.5	0	-2	-3	0.3	-54	0.3
Cc1ccc(-n2c(C)cc(C(=O)CN3C(=O)C(=O)N(C4CCCC4)C3=O)c2C)cc1	9	23	0.0	-8	2	-54	0.5	-9	-0.1
COc1ccc(NC(=O)c2csc3c2CCCC3)cc1	22	35	-1.2	-10	-4	-18	-1.2	-12	2.8
CCC(=O)N1CCN(c2ccc(NC(=O)c3ccco3)cc2)CC1	16	37	1.1	-8	-3	-5	1.1	-10	-0.7
COc1ccc(NS(=O)(=O)c2ccc3c(c2)CCC(=O)N3)c(OC)c1	-4	18	1.2	-3	-18	-10	0.8	-10	-4.1
CCc1nccn1S(=O)(=O)c1ccc2ccc(C)cc2c1	0	2	0.1	3	0	-7	0.3	-8	-0.5
N/C(Cn1cncn1)=N\OC(=O)c1ccc(Cl)cc1Cl	7	-8	1.2	-4	-1	22	-0.1	-13	0.4
O=C(CCc1ccccc1)c1c(O)cc(O)cc1O	-5	-7	x	6	3	-25	x	-23	-2.1
CN(C)Cc1c(O)ccc2ccccc12	11	4	-2.2	-3	0	-10	1.0	-9	-2.3
O=C(N/N=C/c1ccccn1)c1cccnc1	20	-6	0.3	-4	2	1	1.3	-13	0.2
CCCS(=O)(=O)n1nc(-c2ccc(OC)cc2OC)cc1N	6	29	-0.2	-15	-4	-14	0.3	-9	1.1
COc1ccc(C(=O)N2CCN(C3CCCCC3)CC2)c(OC)c1	43	-8	0.7	-9	3	-19	0.4	-2	-1.5
Cc1nnc(C)n1/N=C/c1cccc([N+](=O)[O-])c1	15	-21	1.1	-2	-1	-2	0.8	7	0.0
Cc1ccc(-n2c(Cn3c(C)nc4ccccc43)n[nH]c2=S)cc1	27	0	1.0	-22	6	-3	0.2	3	0.5

(further entries)
SMILES	PPC-1+TRAIL kill	CHOP inh	zfTRPN1 agonist	EBV gp42 block	Runt-SMMHC FRET	NCF1 inh	TRPML3 ag	MDM2 E3 inh	TNF necrop inh
CCn1c(Cc2ccccc2)nnc1SCC(=O)Nc1ccc2c(c1)OCO2	9	-32	-0.9	-21	-2	3	-0.8	-10	1.7
CCOC(=O)C1CCCN(C(=O)CN2C(=O)COc3ccc(C(C)(C)C)cc32)C1 (centres undefined)	-3	28	-0.5	-45	-68	-7	0.4	2	1.3
NS(=O)(=O)c1ccc(NC(=O)/C=C/c2ccco2)cc1	-2	-27	2.7	-3	-1	-19	0.9	-11	1.4
COc1ccc(-c2cc(C3CCN(C(=O)OC(C)(C)C)CC3)[nH]n2)cc1	2	15	1.1	-14	2	-4	0.5	5	1.0
Cc1cccc(C2c3[nH]c4ccccc4c3CCN2C(=O)CN2CCOC2=O)n1 (centres undefined)	2	-7	-0.3	-15	4	-6	0.4	7	-0.1
COc1cccc(-c2nnc(SCC(=O)Nc3cc(C)on3)n2C)c1	18	28	-0.6	-23	0	-20	-0.1	-11	-0.9
COc1ccccc1N1CCN(C(=O)C2CCCCN2S(=O)(=O)c2ccc(C)cc2)CC1 (centres undefined)	10	16	0.7	-7	-2	-11	14*	-21	-2.8
COc1cc(-c2nc(C)c(C(C)=O)n2O)ccc1OCC(=O)Nc1ccc(F)cc1	x	-2	0.8	-3	6	-10	0.6	-9	2.0
O=C(Cc1ccccc1)NNC(=O)Nc1cccc(Cl)c1	10	18	0.1	-1	0	7	-0.2	1	-0.7
O=S(=O)(Nc1ccc(Oc2ncccn2)c(Cl)c1)c1ccc(F)cc1	-6	-21	0.3	-10	-4	1	-0.8	4	0.3
CNC(=O)Cn1c(C)cc(=O)c2cccc(C)c21	-4	-10	-0.7	-17	-1	-8	0.3	-5	-0.7
COc1ccccc1NC(=O)C/C(N)=N/O	27	1	0.6	-9	-9	-1	0.7	0	-0.6
O=[N+]([O-])c1ccc2ncnc(Nc3ccc4c(c3)OCCO4)c2c1	8	49	-0.6	-2	0	12	0.2	-17	0.5
Cc1nc2ccccc2c(=O)n1NC(=O)c1ccccc1Cl	-25	7	0.8	-14	-3	-12	0.6	-15	-0.3
CCn1c(=N)c(C(=O)NCCCOC)cc2c(=O)n3cccc(C)c3nc21	24	-13	0.6	-12	58*	-4	0.7	-13	-3.5
COc1ccc2c(c1)c1nc(SCC(C)C)n(CCO)c(=O)c1n2C	-5	26	0.0	-13	2	-9	0.7	-2	1.4
Cc1cc(C)n(-c2ccc(C(C)C)cc2)c(=O)c1C#N	5	-4	-0.2	2	4	-3	3.0	-8	0.2
